# Assay outcomes from PubChem.
# PAFAH1B2 FP inh = PAFAH1B2 enzyme inhibitors, primary screen, biochemical, fluorescence polarization, human. AID 492953, 2010. inhibition, % at 3.39 µM. recombinant PAFAH1B2, FP-rhodamine activity probe. 1.2% of 340,000 active. Platelet-activating factor acetylhydrolase IB subunit alpha2 (Homo sapiens), P68402;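 active = inhibition above the mean of all tested compounds plus 3 SD, cut at about 24% in these data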;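 also: 0% = enzyme with DMSO and 100% = wells lacking PAFAH1B2; many of its hits are not listed in these tables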
# pPAFAH FP inh = pPAFAH enzyme inhibitors, primary screen, biochemical, fluorescence polarization, human | AID 463082, 2010 | inhibition, % at 3.39 µM | 1.5% of 330,000 active | Platelet-activating factor acetylhydrolase (Homo sapiens), Q13093 | recombinant pPAFAH, FP-rhodamine probe fluorescence polarization;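 active = inhibition above the mean inhibition across the screen plus 3 SD, cut at about 25% in these data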;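 also: inhibitors block binding of the rhodamine activity-based probe so polarization drops; 0% = enzyme with DMSO and 100% = wells lacking pPAFAH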
# Target sequence (Q13093 whole entry, looked up): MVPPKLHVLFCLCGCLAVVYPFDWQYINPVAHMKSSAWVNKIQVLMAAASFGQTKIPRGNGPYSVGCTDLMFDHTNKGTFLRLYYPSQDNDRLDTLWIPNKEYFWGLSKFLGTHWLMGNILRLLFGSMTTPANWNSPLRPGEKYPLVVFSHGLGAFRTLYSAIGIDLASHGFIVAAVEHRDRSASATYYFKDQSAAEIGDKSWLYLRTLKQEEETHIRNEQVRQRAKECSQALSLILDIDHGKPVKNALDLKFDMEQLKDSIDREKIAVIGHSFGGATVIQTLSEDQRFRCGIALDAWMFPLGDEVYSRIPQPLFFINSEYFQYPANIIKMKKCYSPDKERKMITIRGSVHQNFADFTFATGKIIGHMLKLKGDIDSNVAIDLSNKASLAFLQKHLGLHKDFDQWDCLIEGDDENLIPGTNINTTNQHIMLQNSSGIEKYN
# PAFAH1B3 inh = PAFAH1B3 enzyme inhibitors, primary screen, biochemical, fluorescence polarization, human; Platelet-activating factor acetylhydrolase IB subunit alpha1 (Homo sapiens), Q15102; recombinant PAFAH1B3, FP-rhodamine probe; inhibition, % at 3.39 µM; 0.28% of 340,000 active;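 active = inhibition above the screen-wide average of all tested compounds plus 3 SD, cut at about 25% in these data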;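 also: 0% = enzyme with DMSO only and 100% = wells lacking PAFAH1B3 protein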
# Target sequence (Q15102 whole entry, looked up): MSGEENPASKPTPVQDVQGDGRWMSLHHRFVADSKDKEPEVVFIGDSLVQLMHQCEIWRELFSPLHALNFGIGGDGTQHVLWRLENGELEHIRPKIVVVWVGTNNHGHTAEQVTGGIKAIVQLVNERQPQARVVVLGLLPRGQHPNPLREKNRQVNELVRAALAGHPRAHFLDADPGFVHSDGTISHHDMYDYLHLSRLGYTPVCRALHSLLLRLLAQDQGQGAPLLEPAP
# PME-1 inh = PME-1 inhibitors via competitive probe labeling, primary screen, biochemical, fluorescence polarization, FP-Rh probe, HTS; recombinant PME-1; inhibition, % at 5.9 µM; 0.53% of 320,000 active;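 active = inhibition above the campaign mean of all compounds plus 3 SD, cut at about 26% in these data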;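 also: competitive labeling of PME-1 active site by serine hydrolase directed probe; 0% = PME-1 with DMSO and 100% = wells lacking PME-1 enzyme; inhibitors block probe labeling so polarization falls and inhibition rises; many of its hits are not listed in these tables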
# LYPLA2 inh = LYPLA2 inhibitors, primary screen, counter-screen for PME1 inhibitor project, biochemical, fluorescence polarization, FP-Rh probe ABPP. inhibition, % at 5.9 µM. 0.38% of 320,000 active. AID 2177, 2009. recombinant LYPLA2;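 active = inhibition above the screen-wide mean plus 3 SD, limit set per campaign, cut at about 26% in these data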;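 also: 0% = LYPLA2 with DMSO and 100% = wells lacking LYPLA2 enzyme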
# LYPLA1 inh = LYPLA1 inhibitors, primary screen, counter-screen for PME1 inhibitor project, biochemical, fluorescence polarization, FP-Rh probe ABPP; inhibition, % at 5.9 µM; 0.16% of 320,000 active; recombinant LYPLA1;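 active = inhibition above the mean of all tested compounds plus 3 SD, set per campaign, cut at about 14% in these data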;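 also: inhibitors block serine hydrolase probe labeling of LYPLA1 so polarization falls; 0% = enzyme with DMSO and 100% = wells lacking LYPLA1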
# PAD4 inh = human PAD4 inhibitors, primary screen, biochemical, fluorescence polarization, 1536-well format; recombinant PAD4, RCA probe fluorescence polarization; inhibition, % at 6.36 µM; 0.41% of 330,000 active;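 active = percent inhibition above a cutoff equal to the mean of all tested compounds plus 3 SD, cut at about 15% in these data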;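 also: 0% = PAD4 with RCA probe and DMSO and 100% = probe without PAD4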
# PREPL inhibitor = PREPL enzyme inhibitors, primary screen, biochemical, fluorescence polarization; recombinant PREPL, fluorescence polarization activity-based probe; inhibition, % at 5.96 µM; 0.68% of 320,000 active; Prolyl endopeptidase-like (Homo sapiens), Q4J6C6; in the data active = inhibition above about 43%;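 also: 0% = enzyme with DMSO and 100% = wells lacking enzyme; many of its hits are not listed in these tables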
# GSTO1 counter = inhibitors of recombinant GSTO1, primary screen, counter-screen for RBBP9 inhibitor project, biochemical, fluorescence polarization; activity-based probe fluorescence polarization; inhibition, % at 5.96 µM; 1.1% of 300,000 active;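 active = inhibition above the campaign mean inhibition plus 3 SD, cut at about 35% in these data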;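 also: 0% = GSTO1-1 with DMSO and 100% = wells lacking GSTO1-1 enzyme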
# Target sequence (P78417 whole entry, looked up): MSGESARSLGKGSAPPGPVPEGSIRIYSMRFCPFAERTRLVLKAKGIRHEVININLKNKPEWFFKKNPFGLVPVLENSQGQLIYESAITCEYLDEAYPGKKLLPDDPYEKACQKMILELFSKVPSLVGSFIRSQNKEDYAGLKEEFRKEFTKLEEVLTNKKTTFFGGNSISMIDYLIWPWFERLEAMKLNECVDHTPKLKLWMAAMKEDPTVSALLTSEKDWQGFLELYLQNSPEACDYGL
# * = called active by the depositor; . = not tested or not shown.
SMILES,PAFAH1B2 FP inh,pPAFAH FP inh,PAFAH1B3 inh,PME-1 inh,LYPLA2 inh,LYPLA1 inh,PAD4 inh,PREPL inhibitor,GSTO1 counter
Cc1cccc(C(=O)NCCCNC(=O)c2ccc(C)nc2)c1,-2,6,0,2,1,-1,-2,4,-4
Cc1cc(C)c(S(=O)(=O)c2cccc(Cl)c2)c(Cl)n1,-2,-2,2,0,-1,1,0,-5,1
COc1ccc(S(=O)(=O)Cc2ccc(C(=O)N3CC(C)CC(C)C3)o2)cc1 (configuration not stated),8,2,0,4,1,1,-3,-3,-2
O=C(NCC(c1cccnc1)N1CCN(c2ccccc2F)CC1)c1cccc(Cl)c1 (configuration not stated),3,4,4,7,-3,-2,-5,-11,-2
Cc1ccc(C2=N/C(=C/c3cccs3)C(=O)N2Nc2ccccc2)cc1,-4,1,0,0,-15,-7,1,2,-8
Nn1c(Cc2cccc3ccccc23)nnc1SCc1ccccc1,5,1,1,5,-1,-1,3,6,-2
O=C(CSc1nc2ccccc2n1-c1ccccc1)Nc1ncc(Cl)cc1Cl,3,27*,4,0,-3,-3,5,11,2
CCOC(=O)C(CC)Sc1nc2c(c(=O)[nH]c(=O)n2C)n1CCc1ccccc1 (configuration not stated),-3,-3,2,2,-10,-3,-1,6,-2
CCCS(=O)(=O)NCCc1cc2c(OC)ccc(OC)c2[nH]c1=O,-4,0,2,2,5,1,-7,-5,5
Cc1ccc2cccc(Oc3ccc([N+](=O)[O-])cc3[N+](=O)[O-])c2n1,0,-1,-2,-2,-4,-3,-3,-2,-1
CC(=O)c1cccc(NC2c3ncccc3C(=O)N2Cc2ccco2)c1 (configuration not stated),4,4,6,2,3,1,-2,0,11
COc1ccc(/C=C(/C(=O)NCc2ccccc2)c2ccccc2)cc1,1,6,-6,1,-3,-2,-2,-5,-3
NC(=O)c1ccsc1NC(=O)C1CCCN1S(=O)(=O)c1ccc(Cl)cc1 (configuration not stated),5,2,3,1,4,3,2,-5,-3
Cc1ccccc1CC1(CO)CCCN(Cc2ccn[nH]2)C1 (configuration not stated),2,4,3,-3,-1,-3,-5,-1,-1
CSc1ncc(Cl)c(C(=O)Nc2cccc(C)c2)n1,3,0,6,1,2,2,-7,-4,-5
Cc1cccc(/N=C/C2=C(O)CC(C)(C)CC2=O)n1,-1,-4,0,-3,-3,2,-4,-7,-6
C[C@H](CO)N1C[C@H](C)[C@@H](CN(C)Cc2ccccc2)Oc2c(NC(=O)C3CC3)cccc2C1=O,19,4,1,.,.,.,-3,12,.
Cc1cc([N+](=O)[O-])ccc1NC(=O)C[n+]1ccc(N(C)C)cc1,3,2,-2,-5,-6,-2,0,12,4
COc1ccccc1NC(=O)c1nn(-c2ccccc2)ccc1=O,3,-3,7,0,0,0,-4,-7,-2
Cc1ccc(NC(=O)COC(=O)c2cccnc2Cl)cc1S(=O)(=O)N1CCOCC1,1,4,-6,.,.,.,-1,5,.
Cc1ccc2c(c1)C1CN(C)CCC1N2C(=S)NC(=O)c1ccc(Br)cc1 (configuration not stated),6,3,3,0,3,-1,0,10,2
CCOC(=O)c1ccccc1NC(=O)C1CC(=O)N(C2CCCCC2)C1 (configuration not stated),7,-1,-4,-1,-4,-4,0,6,-1
O=C(CP(=O)(c1ccccc1)c1ccccc1)Nn1cnnc1,0,4,8,2,-2,-1,1,-3,6
Cc1[nH]c(=O)c(C#N)c2c1COC(C)(C)C2,1,3,9,-3,-5,-1,1,-2,-2
Cc1cccc(N2CCN(C(=S)NC3CCCCC3)CC2)c1C,-2,2,1,-1,-8,-3,1,-3,2
COc1cc(Cl)c(C)cc1NC(=O)CC1CCCC1,1,5,-6,-5,1,-2,5,2,1
COc1ccc(OC)c(CN2CCN(S(=O)(=O)c3ccccc3)CC2)c1,4,6,7,-3,4,1,-3,8,4
COc1ccccc1/C=C/C=N/n1c(C2CCCCC2)n[nH]c1=S,0,7,1,4,1,-1,7,2,-12
C[C@@H]1NC(=O)/C(=C\c2ccccc2Cl)NC1=O,.,-1,.,3,0,-4,4,-11,7
CN(C)Cc1ccc(F)cc1Sc1cc(Cl)ccc1Cl,2,8,0,3,4,1,-3,-5,1
CCCc1ccc(OCC(O)CN2CCc3ccccc3C2)cc1 (configuration not stated),0,4,6,4,3,-2,-3,-11,1
CCCS(=O)(=O)N1CCN(C(=O)c2ccc(-c3ccccc3)cc2)CC1,-2,4,12,7,18,1,-2,1,-6
CN(C)S(=O)(=O)c1ccc(Cl)c(C(=O)NC2CCCCCCC2)c1,0,2,5,3,7,4,0,18,2
COc1ccc(C(=O)Nc2ccccc2C(=O)NC(Cc2ccc(O)cc2)C(=O)NNC(=O)c2ccc(C)cc2)cc1 (configuration not stated),2,2,-12,-10,-16,-6,-6,-11,-2
COc1cc(OC)cc(C(=O)OCC(=O)c2ccc(S(=O)(=O)N3CCCCC3)cc2)c1,2,3,5,3,4,4,3,19,.
Clc1ccc(OCCN2CCCCC2)c(Cl)c1,3,1,8,1,-3,1,-2,-5,-7
O=C(CN1C(=O)C2CC=C(Cl)CC2C1=O)NCc1ccccc1 (configuration not stated),10,5,11,2,1,1,1,-6,15
Cc1ccc(-n2nnnc2CNC(=O)c2ccc(Br)o2)cc1C,3,4,6,-1,4,2,1,-3,2
Cc1ccc(C(=O)c2cc([N+](=O)[O-])ccc2N2CCCCC2)cc1,7,5,-3,3,-5,0,-2,5,3
CN(NC1OC(=O)c2ccccc21)c1c([N+](=O)[O-])cc(C(F)(F)F)cc1[N+](=O)[O-] (configuration not stated),6,15,11,10,4,1,-6,5,1
C#CC[N+](C)(C)CCCCCCCCCCCC,-4,5,10,8,5,4,-5,9,0
COc1ccc(CCNC(=O)CCn2c(=O)oc3ccccc32)cc1,6,1,-5,1,8,5,0,-4,-3
CC1CCCCC12NC(=O)N(CC(=O)Nc1nccs1)C2=O (configuration not stated),3,-1,5,.,.,.,-5,1,.
O=C(NCCCN1CCOCC1)C(=O)NCc1ccc(Cl)cc1,3,-2,6,7,-11,-2,-5,8,14
COCCN(C(=O)COC(=O)C1=COCCO1)c1c(N)n(Cc2ccccc2)c(=O)[nH]c1=O,-2,5,6,2,-1,3,4,-1,-1
Cc1ccc(S(=O)(=O)N2CCN(C(=O)c3cc4c(s3)CCCC4)CC2)cc1,2,2,8,1,-1,-1,4,-5,.
COc1ccc(C(=O)c2c[nH]c3ccccc23)cc1,6,2,8,-7,7,1,0,-2,0
O=C(Nc1cccc(F)c1)Nc1c[nH]c(=O)[nH]c1=O,4,-2,6,7,1,2,1,-4,-3
CC(NC(=O)CNC(=O)[C@@H]1Cc2ccccc2CN1)c1ccccc1 (some centres not stated),-3,4,6,-5,1,-4,-1,6,4
OCCOCCn1c(CCNc2nc(-c3ccc(Cl)cc3)cs2)nc2cc(Cl)c(Cl)cc21,23,9,8,1,-7,-5,-3,18,-12
CCc1cc(=O)oc2cc(OCC(=O)N3CCC(C(=O)O)CC3)ccc12,-1,1,1,2,1,3,-1,9,6
COc1ccc(C(=O)NNC(=S)NC(=O)c2cccc([N+](=O)[O-])c2)cc1,7,3,-3,2,-5,0,-4,7,9
CN1C(=O)NC(c2ccc(O)cc2)C(C(=O)c2cccs2)C1(O)C(F)(F)F (configuration not stated),3,-3,-1,4,-1,0,-5,3,-3
c1ccc(-c2ccc(OCCN3CCOCC3)cc2)cc1,4,7,8,-6,5,1,1,-6,3
COC(CNC(=O)c1ccc(-n2c(=S)[nH]c3ccccc3c2=O)cc1)OC,-1,1,1,7,0,-3,-1,-5,-3
CC(C)CN(C(=O)CN1C(=O)NC(c2ccccc2)(c2ccccc2)C1=O)C1CCS(=O)(=O)C1 (configuration not stated),-5,1,3,25,-1,-1,-2,-1,.
O=C(OCC(=O)N1CCN(c2ccccc2)CC1)c1ccc([N+](=O)[O-])s1,18,8,54*,.,.,.,12,55*,.
O=C(Nc1nc(-c2ccc(S(=O)(=O)N3CCCC3)cc2)cs1)c1ccco1,-3,0,3,-6,-11,-5,2,-13,-8
O=C(Cc1cccs1)Nc1nc(-c2ccc(F)cc2F)cs1,3,1,5,-9,-18,-9,-4,-3,-3
Cc1ccn(CCNC(=O)C2CCC(=O)N(CCc3ccc(Cl)cc3)C2)n1 (configuration not stated),2,0,5,-3,-2,-2,-4,-2,-3

# Single records, as listed above.
# O=C(OCC(=O)N1CCN(c2ccccc2)CC1)c1ccc([N+](=O)[O-])s1 reads PAFAH1B2 FP inh = 18; pPAFAH FP inh = 8; PAFAH1B3 inh = 54*; PME-1 inh = .; LYPLA2 inh = .; LYPLA1 inh = .; PAD4 inh = 12; PREPL inhibitor = 55*; GSTO1 counter = .
# CC(NC(=O)CNC(=O)[C@@H]1Cc2ccccc2CN1)c1ccccc1 (some centres not stated) reads PAFAH1B2 FP inh = -3; pPAFAH FP inh = 4; PAFAH1B3 inh = 6; PME-1 inh = -5; LYPLA2 inh = 1; LYPLA1 inh = -4; PAD4 inh = -1; PREPL inhibitor = 6; GSTO1 counter = 4

# Next part:
SMILES,PAFAH1B2 FP inh,pPAFAH FP inh,PAFAH1B3 inh,PME-1 inh,LYPLA2 inh,LYPLA1 inh,PAD4 inh,PREPL inhibitor,GSTO1 counter
Cc1cccc(N2CCN(S(=O)(=O)c3ccc4c(c3)C(C)(C)C(=O)N4C)CC2C)c1 (configuration not stated),3,1,2,3,-7,-2,0,-43,1
COc1ccccc1CCC(=O)OC(C)C(=O)Nc1c(C)n(C)n(-c2ccccc2)c1=O (configuration not stated),3,7,-1,13,-6,-4,4,-1,-2
CCOC(=O)c1ccc(NS(=O)(=O)c2c(C)n[nH]c2C)cc1,0,1,6,2,-2,0,1,4,.
O=C(CNC(=S)N(Cc1ccccc1)Cc1cccnc1)NCCN1CCOCC1,7,-1,3,4,-4,1,-1,13,10
O=C(COC(=O)c1cccc(N2C(=O)c3ccccc3C2=O)c1)Nc1ccccc1,5,15,7,-5,6,-6,-1,-10,0
CC(C)(C)c1ccc(NC(=O)c2ccc3c(c2)S(=O)(=O)c2ccccc2C3=O)cc1,1,-1,12,-1,0,2,-2,-7,4
CN(C)CCCNC(=O)c1ccc2[nH]c3ccccc3c2c1,2,2,10,-1,0,0,0,-6,11
CCc1c(C)nc(SCC(=O)NC2CCCC2)[nH]c1=O,8,-2,4,-4,-10,0,4,4,11
CN1CCC(N(C)S(=O)(=O)c2ccc(NC(=O)COc3ccc(F)cc3Cl)cc2)CC1,3,0,-3,7,1,3,5,35,4
CN(C)c1cccc2c1C(=O)c1ccccc1C2=O,4,9,4,8,6,3,0,18,6
C/C(CC(=O)Nc1ccc(F)cc1)=N\NC(=O)COc1ccccc1,8,-1,9,0,5,3,-5,3,-7
Cc1cccc(N(CC(=O)NCCSc2ccccn2)S(=O)(=O)c2ccccc2)c1,-2,-1,-3,9,2,4,-3,3,0
CCS(=O)(=O)c1ccc2oc(SCC(=O)N3CCCCC3)nc2c1,3,10,4,1,5,-1,-1,10,5

# These rows are one share of the data; the hit share may differ from the screen's.
